# JMJD2E inh = JMJD2E (human) inhibition; JMJD2E catalytic domain, FDH-coupled NADH fluorescence (FDH is formaldehyde dehydrogenase); Potency, µM (series often up to 57.1 µM), for the others: top-dose activity change, negative = inhibition, hits mostly inhibitors; 230,000 compounds, 1.6% hits; AID 2147; active = well fitted inhibition curve with a large enough effect, not every such curve was filed as active; inconclusive = small, poorly fitted or top-dose-only effect, or another doubt; inactive = no such curve, though single readings can be large or run the other way;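 note: 0% = wells with enzyme and -100% = buffer wells without enzyme; nearly all actives have a fitted effect of over 50% in size; many of its hits are not listed in these tables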
# SMN2 splice up = SMN2 splice variant enhancement. HEK293 SMN2-luciferase splicing reporter, luminescence, 30-36 h. Potency, µM (doses to about 46.1 µM), for inactives: top-dose activity change, positive = activation, hits mostly activators. 210,000 compounds, 2.8% hits. AID 1458; note: % of control where 0% means no effect; nearly all actives have a fitted effect of over 55% in size
#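 qHTS luciferase splicing reporter: luminescence rises when SMN2 exon 7 is included in transfected HEK293 cells. Compound exposure lasted 30-36 h at 37C, with 4.5 mM final sodium butyrate as control, followed by a ONE-Glo read.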
# LMNA splice mod = changes lamin A minigene splicing in HeLa cells | HeLa LMNA splicing GFP/RFP minigene ratio, 48 h | 200,000 compounds, 0.01% hits | Potency, µM (series often up to 46.1 µM), for the others: top-dose ratio change, negative = inhibition, hits mostly inhibitors; active = well fitted inhibition curve with a large enough effect in the signal ratio, with a control signal flat, not every such curve was filed as active; inconclusive = small, poorly fitted or top-dose-only effect, or effect the other way, or a change in a side signal; the % refers to the signal ratio; note: % is set by controls: 0 for no effect and ±100 for the full control effect
#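 S3 HeLa cells stably expressing lamin A-EGFP splicing minigene plus DsRed2, 600 cells/well, 48 h compound exposure at 37C. Laser-scanning cytometry; analysed as GFP (500-530 nm)/RFP (575-640 nm) total intensity ratio; 0.5% DMSO vehicle.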
# ALDH1A1 block = inhibitors of human aldehyde dehydrogenase 1A1; Purified ALDH1A1, NADH fluorescence, propionaldehyde substrate; Potency, µM (highest dose often 75.3 µM), inactives show at the top dose activity, negative = inhibition, most hits filed as inhibitors; 220,000 compounds, 7.3% hits; active = well fitted inhibition curve with a large enough effect, not every such curve was filed as active; inconclusive = small, poorly fitted or top-dose-only effect, or another doubt; inactive = no such curve, though single readings can be large or run the other way;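 note: plate controls were no enzyme wells and a reference inhibitor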
# RECQ1 helicase = inhibitors of human RECQ1 DNA helicase; Potency, µM (top dose mostly 57.3 µM), without a hit: at the top dose activity, negative = inhibition, most hits filed as inhibitors; 240,000 compounds, 0.54% hits; RECQ1 DNA unwinding, red fluorescence kinetic read; P46063;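 note: plate controls were vehicle for no effect and no enzyme for full effect; nearly all actives have a fitted effect of over 30% in size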
# Target sequence (P46063 whole entry, looked up): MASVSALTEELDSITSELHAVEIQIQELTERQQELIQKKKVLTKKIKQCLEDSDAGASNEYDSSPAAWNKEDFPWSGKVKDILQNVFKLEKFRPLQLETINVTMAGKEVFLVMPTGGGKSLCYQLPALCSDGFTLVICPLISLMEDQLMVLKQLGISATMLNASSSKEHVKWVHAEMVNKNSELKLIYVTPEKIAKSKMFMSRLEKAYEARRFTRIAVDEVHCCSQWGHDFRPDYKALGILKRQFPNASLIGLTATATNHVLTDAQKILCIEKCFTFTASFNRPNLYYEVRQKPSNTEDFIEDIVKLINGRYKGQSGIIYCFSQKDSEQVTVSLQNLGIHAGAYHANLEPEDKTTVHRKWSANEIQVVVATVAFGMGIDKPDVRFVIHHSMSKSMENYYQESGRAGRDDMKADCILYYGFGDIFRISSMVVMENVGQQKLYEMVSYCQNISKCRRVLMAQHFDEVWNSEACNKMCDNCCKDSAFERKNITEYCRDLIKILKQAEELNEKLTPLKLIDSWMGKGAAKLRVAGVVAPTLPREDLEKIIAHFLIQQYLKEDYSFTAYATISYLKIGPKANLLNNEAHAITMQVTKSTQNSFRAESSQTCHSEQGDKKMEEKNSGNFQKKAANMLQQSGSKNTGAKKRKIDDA
#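 50 nM RECQ1T1 preincubated 15 min with compound in Tris pH 8.0 buffer with MgCl2, DTT, Tween-20 and 2.5 ug/ml poly(dI-dC); started with 200 nM TAMRA/BHQ-2 forked duplex and 2 mM ATP. Unwinding read as fluorescence (525/598 nm), two reads 2 h apart.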
# L3MBTL1 inh = inhibitors of human L3MBTL1; 230,000 compounds, 0.66% hits; AlphaScreen L3MBTL1–H3K9me1 peptide binding; AID 485360; Potency, µM (series often up to 57.1 µM), for inactives: top-dose activity, negative = inhibition, most hits filed as inhibitors; note: % is set by controls: 0 for no effect and ±100 for the full control effect; nearly all actives have a fitted effect of over 60% in size
#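 AlphaScreen assay: L3MBTL1 (50 nM final) was preincubated 30 min at room temperature with biotinylated H3(1-15)K9me1 peptide (75 nM final), then 30 min with library compounds; streptavidin donor and nickel chelate acceptor beads (10 ug/mL final) added, 30 min dark.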
# Tau ThT inhib = blocks human tau fibril formation measured by thioflavin T; AID 1460; P10636; recombinant tau K18 P301L (four-repeat tau fragment), heparin-induced fibrillization, ThT fluorescence; Potency, µM (doses to about 57.4 µM), inactives show at the highest dose activity, negative = inhibition, actives largely listed as inhibitors; 270,000 compounds, 2.1% hits; note: % is set by controls: 0 for no effect and ±100 for the full control effect; nearly all actives have a fitted effect of over 55% in size
# Target sequence (P10636 561-689 P618L limits assumed): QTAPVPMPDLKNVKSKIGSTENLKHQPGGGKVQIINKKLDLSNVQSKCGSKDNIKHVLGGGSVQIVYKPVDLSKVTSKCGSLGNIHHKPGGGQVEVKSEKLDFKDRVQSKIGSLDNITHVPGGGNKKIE
#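 Heparin-induced (20 uM) aggregation of recombinant human K18 P301L tau, 15 uM unlabeled with 0.24 uM labeled, pH 7 acetate buffer, 6 hr at 37 C with compound. Fibrils quantified by 30 uM ThT fluorescence after 1 hr ambient incubation.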
# KinaseGlo FLuc = Kinase-Glo luciferase inhibition (counter-screen); Kinase-Glo luciferase, ATP luminescence, 8 min; Potency, µM (highest dose often 38.3 µM), without a hit: at the highest dose activity change, negative = inhibition, actives largely listed as inhibitors; 200,000 compounds, 0.28% hits; note: % is set by controls: 0 for no effect and ±100 for the full control effect; nearly all actives have a fitted effect of over 60% in size
#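 Compounds were added to a substrate mix at pH 7.2 (50 mM imidazole, 10 uM ATP, within the enzyme's linear range), followed by Kinase-Glo detection reagent; luminescence was measured after 8 minutes at ambient temperature.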
# * = called active by the depositor; i = inactive; u = inconclusive; x = no result given; & = joins results of further samples; [ ] = remark or other dose. Unless noted, calls come from the whole dose curve; as a rule, active = well fitted curve in the direction sought with a large enough effect; inconclusive = small, poorly fitted or top-dose-only effect, or another doubt; inactive = no such curve, though single readings can be large; an effect the other way counts as inactive or inconclusive. Potency is the fitted concentration of half-maximal effect. Some of the compounds tested, so the mix of outcomes need not match the whole.
mol,JMJD2E inh,SMN2 splice up,LMNA splice mod,ALDH1A1 block,RECQ1 helicase,L3MBTL1 inh,Tau ThT inhib,KinaseGlo FLuc
COC(=O)C1=C(C(=O)OC)[C@@H]2N(Cc3ccccc3)c3ccccc3[C@@]23C[C@@H](C(=O)OC)N(S(=O)(=O)c2ccc([N+](=O)[O-])cc2)C3=N1,0%[11.4 µM],0%[9.22 µM],6%[9.22 µM],-8%[13.5 µM],-21%[11.5 µM],x,2%[11.5 µM],-8%[7.66 µM]
COC(=O)C1=C(C(=O)OC)[C@@H]2Nc3ccccc3[C@@]23C[C@@H](C(=O)OC)N(S(=O)(=O)c2ccc4c(c2)OCCN4C)C3=N1,5%[11.4 µM],-4%[9.22 µM],-7%[9.22 µM],3%[13.5 µM],-25%[11.5 µM],x,-2%[11.5 µM],-5%[7.66 µM]
C=Cc1c(C)c2cc3[nH]c(cc4nc(cc5nc(cc1[nH]2)C(C)=C5CCC(=O)O)C(CCC(=O)O)=C4C)c(C)c3C=C,-12%&-5%,-13%&-17%,u,5%&-2%,10µM*,42%[activator],16µM*,-11%&-16%
COC(=O)Nc1c(-c2ccccc2)nc2ccc(C)cn12,u,-9%,-6%,u,-2%,1%,1%,-5%
Cc1cccc(-n2ccnc2SCC(=O)Nc2nnc(C)s2)c1,-1%,2%,-17%,-9%,i,x,-8%,0%
COc1ccccc1OCCNC(=O)Nc1cc(F)c(F)cc1Cl,-1%,x,u,10%,-11%,13%,-1%,x
O=c1c2oc3nc4c(cc3c2ncn1CCCc1ccccc1)CCCC4,u,x,x,4µM*,-3%,4%,u,x
O=C(c1cccc([N+](=O)[O-])c1)c1ccc2c(c1)OCCOCCOCCO2,7%,x,x,x,-1%,8%,-6%,x
CN1CCC2(CC1)N=C(c1ccc(F)cc1)C(=S)N2C(=O)c1ccccc1,u,x,1%,22µM*,-4%,u,-11%,x
O=C(C1CC1)N1CCc2cc(Br)cc(S(=O)(=O)NC3CCCCC3)c21,-8%,-24%,u,u,-23%,5%,-10%,-2%
CCCCn1c(CCC(=O)O)ccc1-c1cccs1,u,-7%,-8%,u,0%,-10%,-17%,-1%
CN(CC(=O)O)Cc1nc2ccccc2[nH]1,-26%,1%,-3%,-4%,1%,x,-12%,-4%
CC1(c2ccccc2)NC(=O)N(CC(=O)Nc2ccc([N+](=O)[O-])cc2)C1=O (stereo not given),-2%,-5%,x,-11%,4%,-13%,u,0%
COc1ccc(NC(=O)CSc2ccc(C)cc2)cc1,1%,8%,-9%,-4%,-1%,-14%,7%,1%
N=c1n(Cc2ccc(Cl)cc2)c2ccccc2n1CC(O)COc1ccccc1 (stereo not given),-9%,-40%[inhibitor],u,10%,-5%,-4%,-17%,3%
Cc1nc(CS(=O)(=O)c2ccc(Cl)cc2)cc(Sc2ccc(Cl)cc2)n1,2%,-24%,u,u,15%,43%[activator],-1%,1%
CC(=O)c1c(N2CCN(CCO)CC2)nc(=S)n(-c2ccccc2)c1C,-5%,11%,-14%[46 µM],6%,i,9%,2%,1%
N#CC1=C(N)Oc2cc(O)ccc2C1c1cccnc1 (stereo not given),13%,9%,x,4%,i,3%,8%,2%
CCc1ccccc1NC(=O)c1cc(C2CC2)on1,6%,-9%,0%,0%,-7%,3%,-14%,-9%
CCCCC(=O)Nc1cc(C(=O)NCCc2ccccc2)ccc1Cl,-6%,7.9µM*,13%,21%,-3%,4%,-7%,2%
C#CCOCCOCCOCCNc1nc(N2CCN(C(=O)[C@H](CCC(=O)O)n3cc(C(N)CO)nn3)CC2)nc(N2CCN(C(=O)[C@H](Cc3ccc(O)cc3)n3cc(C(N)[C@H](C)CC)nn3)CC2)n1 (stereo not given in full),9%,x,x,-1%,-13%,u,5%,x
COc1cc(-c2nc(-c3ccc(-c4ccccc4)nc3OC)no2)cc(OC)c1OC,-4%,-18%,0%,13%,7%,3%,-11%,0%
Cc1ccc(-n2cc(CN(C)Cc3ncc[nH]3)c(-c3cccc(C)c3)n2)cc1,1%,-80%[inhibitor],x,-5%,12%,u,12%,-4%
c1ccc(-c2noc(-c3ccc4c(c3)OCO4)n2)nc1,4%,0.5µM*,-12%,-1%,-5%,-5%,u,2.8µM*
CCC(=O)OC1(C)C(=O)C=C2C=C(c3ccc(C#N)cc3)OC=C2C1=O (stereo not given),-6%,-11%,x,-11%,-9%,x,-10%,0%
CC(C)C(NC(=O)C1CCCCC1)C(=O)Nc1ccncc1 (stereo not given),-2%,4%,5%,1%,i,1%,-13%,-4%
O=C(N/N=C/c1ccc([N+](=O)[O-])o1)c1ccccc1NS(=O)(=O)c1cccs1,-9%,x,x,x,-8%,-12%,u,x
CC(NC(=O)CSc1nc2ccccc2c(=O)n1CCCO)c1ccccc1 (stereo not given),2%,-16%,-4%,3%,0%,0%,-10%,6%
Cc1ccc(/C=C2/SC(=S)N(CCC(=O)N3CCN(C)CC3)C2=O)cc1,2%,x,u,u,-3%,-17%,u,1%
Cc1n[nH]c(=O)c2ccccc12,1%,x,x,x,-3%,1%,-3%,x
COc1ccc(CC(=O)N(Cc2cc3cc(OC)ccc3[nH]c2=O)C(C)C)cc1,u,13%,4%,u,i,x,-10%,-1%
NNc1nnc(-c2ccccc2)c(-c2ccccc2)n1,u,-48%[inhibitor],u,13µM*,-9%,x,-24%,1%
COc1ccc(CCNC(=O)Cc2cccs2)cc1,-1%,3%,9%,2%,-3%,-4%,-13%,3%
CSc1cccc(NC(=S)N2CCC(N(C)C3CCCCC3C)CC2)c1 (stereo not given),8%,-1%,x,-8%,i,x,-2%,-1%
Cn1c2ccccc2c2cnn(CC(=O)O)c(=O)c21,u,-17%,-2%,-9%,11%,4%,-3%,-3%
CCc1ccc(OCc2n[nH]c(=S)n2C(C)CCCC(C)C)cc1 (stereo not given),-7%,11%,u,-9%,-14%,-9%,u,3%
COc1cc2c(C)c3c4c(cc(OC)c(OC)c4c2cc1OC)CCN3C,u,x,x,u,1%,x,u,2%
O=C(Nc1ccccc1)c1cnc[nH]1,3%,u,0%,-2%,-2%,5%,2%,-5%
COc1cc(/C=C/C(=O)NCc2cccnc2)cc(OC)c1OC,u,3%,-2%,u,-17%,4%,3%,-1%
NCCCCCc1nnc(SCC(=O)c2ccc(Cl)cc2)o1,1%,-8%,-3%,u,4%,-6%,-10%,-3%
Cc1cc([N+](=O)[O-])nn1CC(=O)NCCCn1ccnc1,-8%,1%,x,5%,i,-6%,-4%,-3%
COc1cc(C(=O)Nc2ccc3c(c2)OCCO3)ccc1OC(C)C,-5%,11µM*,4%,u,-11%,-3%[11.4 µM],-11%,-11%
COc1ccccc1C(=O)NNC(=O)c1ccccc1F,2%,25µM*,-9%,-6%,-3%,10%,-2%,-21%
COc1cccc(NC(=O)c2cc([N+](=O)[O-])ccc2NCc2cccnc2)c1,1%,-6%,-16%,-7%,-12%,-16%,-8%,2%
O=C(NS(=O)(=O)c1ccccc1)c1ccccc1O,u,9%,-4%,-10%,-4%,0%,3%,1%
CCN(CC)c1ccc(/C=N/NC(=O)Cc2cccs2)c(O)c1,-17%,-93%[inhibitor],u,u,-13%,-18%,u,0%
CCOC(=O)N1CCC(NC(=O)c2cc(S(=O)(=O)N(CC)CC)ccc2F)CC1,2%,-21%,1%,u,-1%,x,-12%,7%
CCCCNC(=O)Nc1c(C(=O)OCC)[nH]c2ccccc12,u,-11%,20%,-4%,-6%,26%,0%,-4%
CSc1ncccc1C(=O)OCC(=O)N(CC(C)C)C1CCS(=O)(=O)C1 (stereo not given),-2%,-13%,-2%,0%,14%,2%,-3%,-23%
CCOc1cc(/C=C/c2cc(C(=O)O)c3ccccc3n2)ccc1O,-24%,13%,-10%,0%,-4%,3%,u,-3%
Cc1ccc(SCn2nnc3ccccc3c2=O)c(C)c1,-2%,16µM*,-10%[46 µM],0%,-14%,48%[activator],-7%,1%
CCc1c2c(nc3ccc(OC)cc13)COC2,u,-6%,x,u,-1%,x,u,-5%
CCc1cc2c(=O)c(-c3nc4ccccc4n3C)c(C)oc2c(CN2CCOCC2)c1O,u,-19%,u,u,-7%,4%,-6%,2%
CC(=O)Nc1ccc(NC(=O)Nc2ccc3c(c2)N(C)C(=O)CS3)cc1,-3%,x,x,u,-11%,x,-14%,x
CCCNC(=O)c1ccc2snnc2c1,2%,19%,3%,u,i,-1%,8%,-1%
c1cncc(CNc2ncnc3sccc23)c1,2%,-69%[inhibitor],u,11%,i,x,-1%,5%
O=C1/C(=C/c2ccc(O)cc2)SC(=S)N1CC1CCCO1 (stereo not given),-7%,x,x,x,3%,-17%,10µM*,x
O=C(Nc1ccc2nc(-c3ccco3)c(-c3ccco3)nc2c1)NC1CC1,u,-19%,-4%,u,10µM*,4µM*,7.1µM*,-2%
O=C(CCCN1C(=O)C2C3C=CC(C3)C2C1=O)N1CCN(c2ccccc2)CC1 (stereo not given),0%,-11%,-9%,13µM*,10%,-10%,-17%,-4%
Cc1cccc(OCCOCCN2CCNCC2)c1C,-3%,15%,9%,10%,-9%,6%,-9%,-2%
COc1cc2c(cc1OC)C(C1C(=O)CC(C)(C)CC1=O)N(C(=O)CCl)CC2 (stereo not given),u,-9%,18%,u,2%,10%,-2%,1%

# Compound activity (PubChem BioAssay)
